Screening results from PubChem BioAssay.
hgDAF12 agonist – activates the H. glycines DAF-12 receptor ligand-binding domain. 370,000 compounds, 1.8% hits. HEK293 GAL4-hgDAF12 UAS-luciferase reporter, agonist luminescence; normalized to butyrate control. AID 687014. activation, % at 6.8 µM;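 active means activation above a cutoff set at the mean of all screened compounds plus 3 SD, cut at about 10% in these data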;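 further: 0% = DMSO wells and 100% = sodium butyrate wells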
ssDAF12 agonist – S. stercoralis DAF-12 activation, primary screen | HEK293 ssDAF-12/GRIP1 lit1-tk-luc reporter, luminescence; % of 3 µM dafachronic acid response | activation, % at 6.8 µM | 370,000 compounds, 1% hits | AID 652126;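 active means activation above the mean over all tested compounds plus 3 SD, cut at about 0.9% in these data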;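 further: 0% = DMSO-only wells and 100% = 3 µM delta7-dafachronic acid wells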
ADAM10 inh – ADAM10 inhibition, QFRET primary screen; 370,000 compounds, 0.62% hits; inhibition, % at 7 µM; recombinant ADAM10, EDANS/DABCYL FRET peptide cleavage, 3 h; O14672; AID 720582;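 active means inhibition above a per-campaign cutoff equal to the mean of compounds falling between control-based bounds plus 3 SD, cut at about 20% in these data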;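 further: 0% = DMSO wells while the 100% control is not disclosed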
SMARCA2 act – SMARCA2 function activation, primary screen; MG213 cells, MMTV-luciferase reporter, dexamethasone, overnight; AID 652017; 370,000 compounds, 1% hits; activation, % at 9.1 µM; in the data active means activation above about 7.8%;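 further: 0% = vehicle wells and 100% = reference activator wells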
hcDAF12 agonist – activates DAF-12 receptor from parasite H. contortus | HEK293 hcDAF-12 lit1-tk-luc reporter, luminescence; 0% DMSO, 100% Δ7-dafachronic acid | activation, % at 6.8 µM | 370,000 compounds, 1.4% hits | AID 652067;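 active means activation above the mean of all tested compounds plus 3 SD, cut at about 5.5% in these data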;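 further: 100% = response to 3 µM Δ7-dafachronic acid high control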
DAX1 inh-1 – NR0B1 (DAX1) inhibition | P51843 | HEK293 Gal4-DAX1 luciferase reporter, luminescence | inhibition, % at 6.75 µM | 340,000 compounds, 0.99% hits | AID 504766;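 active means inhibition above the mean over all tested compounds plus 3 SD, cut at about 4.2% in these data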;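 further: 0% = DAX1-transfected cells with DMSO and 100% = empty-vector control cells with DMSO; inhibition shows as a rise in luminescence from relieved DAX1 repression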
GC-B act – GC-B (human) receptor activation; P20594; HEK293-GC-B cells, CNP EC30, cGMP TR-FRET; 0% at EC30 CNP, 100% saturating CNP; activation, % at 10 µM; 370,000 compounds, 0.11% hits; AID 1920062;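 active means activation at 10 µM reaching about 35% in either raw or pattern-adjusted values, limit read from the data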
NPR1 activator – GC-A (human) enzyme activation; 370,000 compounds, 0.14% hits; P16066; activation, % at 10 µM; HEK293 GC-A cells, cGMP TR-FRET, EC30 ANP; 0% at EC30 ANP, 100% saturating ANP; in the data active means activation above about 40%
Target sequence (P16066 whole entry, looked up): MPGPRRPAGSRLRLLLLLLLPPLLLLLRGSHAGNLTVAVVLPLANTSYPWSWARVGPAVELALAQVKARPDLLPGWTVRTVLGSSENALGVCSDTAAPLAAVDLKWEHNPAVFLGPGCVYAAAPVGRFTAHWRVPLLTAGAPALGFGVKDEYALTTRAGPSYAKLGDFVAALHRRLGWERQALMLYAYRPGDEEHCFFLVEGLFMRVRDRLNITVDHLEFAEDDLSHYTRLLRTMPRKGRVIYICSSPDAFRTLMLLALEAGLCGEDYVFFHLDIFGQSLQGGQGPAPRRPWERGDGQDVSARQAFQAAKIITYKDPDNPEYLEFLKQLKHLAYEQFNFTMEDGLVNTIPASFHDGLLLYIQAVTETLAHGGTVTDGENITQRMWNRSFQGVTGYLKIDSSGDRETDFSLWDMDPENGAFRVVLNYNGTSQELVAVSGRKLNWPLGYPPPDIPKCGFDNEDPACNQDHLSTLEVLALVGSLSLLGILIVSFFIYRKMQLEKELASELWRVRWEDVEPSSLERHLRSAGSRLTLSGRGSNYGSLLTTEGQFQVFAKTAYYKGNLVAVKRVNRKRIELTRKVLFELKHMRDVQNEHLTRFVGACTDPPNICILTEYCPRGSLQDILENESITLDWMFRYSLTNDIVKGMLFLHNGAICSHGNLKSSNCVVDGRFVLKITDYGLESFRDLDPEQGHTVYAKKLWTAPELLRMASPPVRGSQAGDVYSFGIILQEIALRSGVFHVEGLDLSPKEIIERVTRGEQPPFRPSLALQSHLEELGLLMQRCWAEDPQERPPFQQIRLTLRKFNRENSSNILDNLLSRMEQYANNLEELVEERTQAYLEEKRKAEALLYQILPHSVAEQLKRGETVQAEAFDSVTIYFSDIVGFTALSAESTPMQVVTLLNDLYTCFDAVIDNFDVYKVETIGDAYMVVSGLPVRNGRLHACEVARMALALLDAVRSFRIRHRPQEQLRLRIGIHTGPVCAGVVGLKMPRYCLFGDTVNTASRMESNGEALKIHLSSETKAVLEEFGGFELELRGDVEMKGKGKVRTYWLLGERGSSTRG
HGIII-sPLA2 inh – Blocks human group III sPLA2 activity. AID 743126. Q9NZ20. 370,000 compounds, 0.56% hits. inhibition, % at 12.2 µM. QFRET BODIPY PC-A2 liposome hydrolysis, fluorescence;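 active means inhibition above mean plus 3 SD of compounds lying within the high and low control bounds, cut at about 19% in these data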;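 further: 0% = median of test compound wells and 100% = no enzyme DMSO wells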
GAA850 FXN act – frataxin GAA850 promoter activation; HEK293 lucGAA850 FXN promoter luciferase reporter, 24 h; percent of 10 µM SAHA response; activation, % at 6 µM; 360,000 compounds, 0.56% hits; AID 540364;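 active means activation above the average of all compounds screened plus 3 SD, cutoff fixed separately per campaign, cut at about 7.5% in these data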;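 further: 0% = DMSO wells and 100% = 10 µM SAHA wells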
DAX1 inh-2 – blocks DAX1 repression of SF-1 activated StAR promoter | HEK293T StAR-luciferase reporter, SF-1/DAX-1 repression relief | inhibition, % at 6.8 µM | 370,000 compounds, 1.1% hits | AID 652010;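 active means inhibition above the mean over all tested compounds plus 3 SD, cut at about 3.6% in these data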;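 further: 0% = DAX-1 cells with DMSO and 100% = cells lacking DAX-1 with DMSO; higher inhibition means more luminescence from relief of DAX-1 repression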
Numbers without * were called inactive; i = inactive; · = not tested or not shown.

SMILES	hgDAF12 agonist	ssDAF12 agonist	ADAM10 inh	SMARCA2 act	hcDAF12 agonist	DAX1 inh-1	GC-B act	NPR1 activator	HGIII-sPLA2 inh	GAA850 FXN act	DAX1 inh-2
COc1ccccc1-c1cc(C(=O)NCc2ccccc2)no1	-1.1	-1.1	-3	-2	-2.0	-0.7	1	-3	-2	0.8	-0.4
CCc1noc(C)c1C(=O)Nc1ccc(-c2nnc3n2CCCCC3)cc1	-0.5	-1.1	-13	-2	-1.0	-0.9	-1	-1	9	-0.6	-1.1
CC(=O)c1ccc(Nc2ncnc3ccc(Br)cc23)cc1	0.3	-0.8	0	5	1.3	2.0	-2	8	-8	-5.5	0.0
O=C(Cc1c[nH]c2ccccc12)Nc1ccc(Nc2cccnc2)c(-c2cccc(Cl)c2)c1	-4.5	-1.6	3	-1	-0.7	·	-9	-3	-49	·	-1.0
C[C@]12C(=O)N(c3ccccc3)C(=O)N1[C@H]1c3ccccc3OC[C@@H]1[C@H]2c1ccccc1	-4.2	-1.6	17	0	-1.7	-0.2	-4	-1	-4	-8.3	-0.3
COC(=O)Nc1c(-c2ccccc2)nc2ccc(Cl)cn12	2.4	-1.5	-106	0	-2.9	0.4	3	1	12	0.5	-0.2
COc1cccc(N2CCN(S(=O)(=O)c3ccc4c(c3)CC(C)N4C(=O)C3CC3)CC2)c1 (centres undefined)	-0.9	-1.0	13	-3	-2.2	-1.2	2	-2	0	2.7	-0.4
CN(c1ccccc1)c1ccc(/C=C/[N+](=O)[O-])cc1	-2.6	-0.9	0	3	2.9	0.1	-12	-7	13	16*	-1.7
CCOC(=O)c1cnc2cc(-c3ccc(Cl)cc3)nn2c1N	8.5	-0.8	-11	2	3.2	-0.7	0	2	4	2.9	1.0
C=CCNC(=O)CC(C)C(CCCCC)C(=O)O (centres undefined)	1.8	-0.9	1	1	-1.6	-0.6	-7	1	5	0.2	0.8
CC(=O)c1cc(N2CCOCC2)ccc1[N+](=O)[O-]	-3.3	-0.1	1	-4	-2.0	1.2	5	1	2	3.0	0.4
Cc1cc(C)nc(SCC(=O)Nc2ccc(S(=O)(=O)N3CCCCC3)cc2)n1	-3.5	-1.0	3	-3	-1.3	-0.7	7	-1	-4	-0.2	-0.3
Cc1ccc(C(=O)Nc2ccc(C(=O)N3CCCCC3)cc2)o1	2.4	-0.8	-11	0	0.0	-0.5	6	-2	3	5.2	2.2
COc1ccc(CNC(=S)NNC(=O)c2cc3ccccc3o2)cc1	3.6	-0.8	-38	-2	-0.8	-1.7	0	0	12	3.7	1.5
CCN1C(=O)[C@@H]2[C@@H](c3ccc(SC4CCCCC4)cc3)N3CCCC[C@@]3(C(=O)OC)[C@@H]2C1=O	4.2	-1.3	2	-2	-0.5	0.1	-1	0	-14	-1.1	-0.7
CN(C)C(=O)COC(=O)c1ccc(S(=O)(=O)NCc2ccco2)cc1	1.5	-1.6	-7	-3	-0.4	1.9	-3	2	3	-0.3	-0.2
CC(=Nc1ccccc1)C1=C(O)C(Cc2ccc(F)cc2)NC1=O (centres undefined)	6.7	-0.8	3	5	-1.0	-0.1	-9	-7	-3	-3.8	-4.0
COc1ccc(-c2ncn(CCc3ccccc3OC)c2CC(C)C)cc1	-5.4	-1.8	9	-9	-2.2	·	-3	-6	-5	·	-2.7
CSc1ccccc1NC(=O)NCCCl	-0.5	-1.0	-9	1	-1.3	2.8	2	3	4	-2.6	-0.2
COc1ccc2sc(-c3ccccc3OC)c(-c3ccc(OC)nc3)c2c1	-0.3	-0.8	-29	1	0.5	-0.5	2	2	-2	-0.3	0.2
Cc1cccc(NS(=O)(=O)c2cc([N+](=O)[O-])ccc2C)n1	-0.4	-0.1	-9	-4	-0.9	1.4	-1	1	-1	1.0	0.4
O=C(CSc1nc(=O)n2ccccc2n1)NCc1ccccc1	-1.4	-1.1	-19	1	0.5	0.9	-1	0	-4	1.1	1.1
CCOC(=O)C(=O)Nc1ccc(S(=O)(=O)Nc2ncccn2)cc1	0.8	-0.7	0	0	1.1	0.7	-1	2	-2	4.5	1.4
O=C(CSc1nnc(-c2ccc(F)cc2)o1)Nc1ccc(S(=O)(=O)N2CCCC2)cc1	-2.9	-0.5	9	-2	-1.2	1.5	1	-9	-21	2.3	0.2
Cc1ccc(NCC(=O)N/N=C/c2c[nH]c3ccccc23)cc1	2.2	-1.5	7	-4	0.4	1.7	-3	4	5	2.0	-0.3
CCOC(=O)C1(Cc2ccccc2C)CCCN(C(=O)COC)C1 (centres undefined)	4.0	-0.9	7	6	1.1	1.6	4	-2	1	3.1	0.0
COc1cccc(CNC(=O)CCC2CCCN(C(=O)C3CCOCC3)C2)c1 (centres undefined)	0.8	-1.6	-11	2	0.1	0.1	0	3	0	1.0	-0.6
COc1ccc2[nH]c3c(c2c1)CCNC3c1ccc([N+](=O)[O-])o1 (centres undefined)	-0.6	-1.3	-29	-1	1.3	-0.6	-2	-5	-8	-1.7	-0.2
COc1ccc(CN(CC2CCC(C(=O)O)CC2)C(=S)Nc2cc(C)ccc2C)cc1 (centres undefined)	2.2	-1.0	4	0	1.2	-1.2	-4	1	6	1.3	0.0
O=C(Nc1ccccc1)C1=C(Nc2ccccc2)CSC1	4.8	-0.8	-11	-4	0.1	-0.5	2	2	-14	1.1	1.9

Profiles, quoted from the list. Values in the order: hgDAF12 agonist	ssDAF12 agonist	ADAM10 inh	SMARCA2 act	hcDAF12 agonist	DAX1 inh-1	GC-B act	NPR1 activator	HGIII-sPLA2 inh	GAA850 FXN act	DAX1 inh-2
COc1ccc2[nH]c3c(c2c1)CCNC3c1ccc([N+](=O)[O-])o1 (centres undefined) is listed with -0.6	-1.3	-29	-1	1.3	-0.6	-2	-5	-8	-1.7	-0.2
O=C(CSc1nc(=O)n2ccccc2n1)NCc1ccccc1 is listed with -1.4	-1.1	-19	1	0.5	0.9	-1	0	-4	1.1	1.1
COc1ccc(CN(CC2CCC(C(=O)O)CC2)C(=S)Nc2cc(C)ccc2C)cc1 (centres undefined) is listed with 2.2	-1.0	4	0	1.2	-1.2	-4	1	6	1.3	0.0
Cc1ccc(NCC(=O)N/N=C/c2c[nH]c3ccccc23)cc1 is listed with 2.2	-1.5	7	-4	0.4	1.7	-3	4	5	2.0	-0.3
CCOC(=O)C(=O)Nc1ccc(S(=O)(=O)Nc2ncccn2)cc1 is listed with 0.8	-0.7	0	0	1.1	0.7	-1	2	-2	4.5	1.4

(list continues)
SMILES	hgDAF12 agonist	ssDAF12 agonist	ADAM10 inh	SMARCA2 act	hcDAF12 agonist	DAX1 inh-1	GC-B act	NPR1 activator	HGIII-sPLA2 inh	GAA850 FXN act	DAX1 inh-2
Cc1cccc(NC(=O)CCC(=O)N/N=C/c2ccco2)c1	-2.3	-1.7	-10	-2	0.0	-1.1	-7	0	10	1.6	0.4
CCCCCCCCCCCCCCCC(=O)NCCc1c[nH]c2ccccc12	1.1	-0.5	-2	3	2.6	4.2	-11	0	-4	-0.3	0.0
COc1ccc(OC)c(C2CC(=O)Nc3n[nH]c(-c4ccccc4)c32)c1 (centres undefined)	-1.5	-1.9	1	-2	-0.8	0.6	-12	-34	-11	0.5	-0.1
C[C@H]1CN=C(Nc2ccccc2)N1CC1CCC1	-0.5	-0.4	-4	1	-1.4	3.7	2	1	1	-1.0	0.7
CC(C)N(Cc1cnn(C)c1)C(=O)C1CCC(=O)N(CCc2cccc(F)c2)C1 (centres undefined)	1.8	0.4	-1	0	-0.4	0.0	2	1	5	3.1	0.6
CN(C)CCCNc1oc(/C=C/c2cccs2)nc1S(=O)(=O)c1ccccc1	1.2	-1.1	-28	2	-1.3	1.1	-8	-10	-5	1.0	-0.1
CS(=O)(=O)c1ccccc1-c1nc(-c2ccc([N+](=O)[O-])cc2)no1	0.1	-0.4	5	1	0.1	-0.2	-3	-4	3	1.5	-0.7
CCOc1ccc(N2C(=O)C3=C(C(c4ccc(Cl)cc4)=NCCN3)C2c2cccnc2)cc1 (centres undefined)	-3.4	-1.3	13	-4	-1.1	0.1	3	0	-12	-0.2	1.4
NNc1nc(C(F)(F)F)nc2ccccc12	2.5	-0.5	-5	-2	2.5	-0.5	1	0	3	0.6	1.2
CC1(C(=O)NS(=O)(=O)c2ccc(C#N)cc2)CCN1C(=O)Cc1ccc(Cl)cc1Cl (centres undefined)	3.8	-1.0	-15	-1	1.2	·	14	2	-3	-0.7	-0.3
N#CC(c1ccc(F)cc1)c1ccc(C(=O)c2ccccc2)cc1 (centres undefined)	-0.5	-1.9	16	-2	-1.7	-0.9	-2	8	-1	2.1	-0.9
O=C(N/N=C/c1ccc(Sc2nc3ccccc3[nH]2)o1)c1ccncc1	-2.1	-0.3	3	-2	-3.4	0.2	-5	1	-1	0.5	0.1
COc1cccc(OCCCCCCN2CCOCC2)c1	-0.1	-1.1	0	1	-1.4	-0.6	-5	2	3	-0.6	0.2
C=CCNC(=O)N1CCCC(N2CCN(c3ccccc3OC)CC2)C1 (centres undefined)	-0.1	-1.8	0	-1	-1.3	1.4	1	3	4	-1.1	0.1
CCOC(=O)c1c(/N=C/N(C)C)sc(/C=N/Nc2ccccc2)c1-c1ccccc1Cl	-5.5	-2.0	-35	-2	-1.9	-0.2	2	3	3	-0.2	0.2
CCSc1nnc(NC(=O)Cc2ccc(OC)c(OC)c2)s1	-1.2	-1.3	4	0	-1.2	0.8	3	4	-6	1.7	-1.0
C=CCOc1ccc2c3c(c(=O)oc2c1)CCCC3	1.1	-0.5	-149	-1	-1.3	4.3*	-2	2	1	3.9	-0.8
O=C(/C=C/c1ccc([N+](=O)[O-])s1)N1CCCCC1	-9.3	-2.5	9	6	-3.6	-3.4	-7	-25	-1	-4.0	-1.7
O=C1S/C(=C/c2ccc(N3CCOCC3)o2)C(=O)N1Cc1ccc(F)cc1	-0.8	-1.1	8	4	-1.2	0.2	20	6	8	0.4	0.2
COc1ccc2c(c1OC)C(=O)N1c3ccccc3C(=O)N(c3ccccc3F)C21 (centres undefined)	-3.2	-1.8	0	0	-1.9	-3.6	10	8	-4	-8.9	-2.1
Cc1ccc(OCCN(C)C(=O)C2CCC(=O)N(CCCN3CCOCC3)C2)cc1 (centres undefined)	0.0	-1.0	-3	-2	-0.1	0.0	2	0	4	1.5	0.2
O=[N+]([O-])c1cccc(Nc2c3ccccc3nc3ccccc23)c1	-0.2	-1.3	i	-1	-1.4	-2.1	0	-1	2	2.6	-0.1

2 of the compounds above, with each value named:
> COc1cccc(OCCCCCCN2CCOCC2)c1
  hgDAF12 agonist: -0.1
  ssDAF12 agonist: -1.1
  ADAM10 inh: 0
  SMARCA2 act: 1
  hcDAF12 agonist: -1.4
  DAX1 inh-1: -0.6
  GC-B act: -5
  NPR1 activator: 2
  HGIII-sPLA2 inh: 3
  GAA850 FXN act: -0.6
  DAX1 inh-2: 0.2
> O=C1S/C(=C/c2ccc(N3CCOCC3)o2)C(=O)N1Cc1ccc(F)cc1
  hgDAF12 agonist: -0.8
  ssDAF12 agonist: -1.1
  ADAM10 inh: 8
  SMARCA2 act: 4
  hcDAF12 agonist: -1.2
  DAX1 inh-1: 0.2
  GC-B act: 20
  NPR1 activator: 6
  HGIII-sPLA2 inh: 8
  GAA850 FXN act: 0.4
  DAX1 inh-2: 0.2
